# Screens deposited in PubChem by several laboratories.
# TNF death inh: inhibitors of TNF-alpha induced necroptosis in Jurkat FADD-/- cells; AID 463075; Jurkat FADD-/- TNF necroptosis rescue, ATP luminescence, 24 h; 0 = TNF only, 100 = no-TNF cells; actives 0.068% (n = 220,000); activation (protection from cell death), % at 10 µM;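 active means activation, meaning protection from cell death, of at least 50% relative to plate controls; inactive means activation below 50%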;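 further: necroptosis triggered by 40 ng/mL TNF-alpha added together with compound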
# eIF4E 4G PPI: blocks eIF4E binding to eIF4G; inhibition, % at 21.7 µM; P63073+Q04637; actives 0.37% (n = 220,000); TR-FRET eIF4E-eIF4GI(517-606) binding, 2 h;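 active means inhibition above about 30%, limit read from the data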;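 further: 0% = full FRET control wells and 100% = background wells lacking eIF4GI fragment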
# Calpain2 inh: inhibitors of pig calpain II; purified calpain II, fluorogenic peptide substrate, 30 min; inhibition, % at 16 µM; actives 0.37% (n = 220,000);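 active means inhibition above about 50%, limit read from the data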
# zVAD death inh: L929 zVAD cell death inhibition | L929 zVAD necroptosis rescue, ATP luminescence, 24 h; with zVAD 60 µM | viability rescue, % at 10 µM | actives 0.38% (n = 220,000) | AID 1377;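 active means activation, scaled between plate controls, above about 75%, limit read from the data; inactive means activation under that limit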;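 further: 0% = zVAD with DMSO and 100% = DMSO alone without zVAD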
# PERK inh: human PERK inhibition, primary cell-based screen; Q9NZJ5; CHO PERK-DD fusion, SEAP luminescence translation reporter; inhibition, % at 5.6 µM; actives 0.17% (n = 220,000);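 active means inhibition above the mean inhibition of all tested compounds plus 3 SD, set separately per screening campaign, cut at about 2.9% in these data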;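 further: PERK kinase domain activated by AP20187 dimerizer at 100 nM; 0% = DMSO with dimerizer and 100% = rapamycin at 8.4 µM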
# Target sequence (Q9NZJ5 whole entry, looked up, the tested form may be a part): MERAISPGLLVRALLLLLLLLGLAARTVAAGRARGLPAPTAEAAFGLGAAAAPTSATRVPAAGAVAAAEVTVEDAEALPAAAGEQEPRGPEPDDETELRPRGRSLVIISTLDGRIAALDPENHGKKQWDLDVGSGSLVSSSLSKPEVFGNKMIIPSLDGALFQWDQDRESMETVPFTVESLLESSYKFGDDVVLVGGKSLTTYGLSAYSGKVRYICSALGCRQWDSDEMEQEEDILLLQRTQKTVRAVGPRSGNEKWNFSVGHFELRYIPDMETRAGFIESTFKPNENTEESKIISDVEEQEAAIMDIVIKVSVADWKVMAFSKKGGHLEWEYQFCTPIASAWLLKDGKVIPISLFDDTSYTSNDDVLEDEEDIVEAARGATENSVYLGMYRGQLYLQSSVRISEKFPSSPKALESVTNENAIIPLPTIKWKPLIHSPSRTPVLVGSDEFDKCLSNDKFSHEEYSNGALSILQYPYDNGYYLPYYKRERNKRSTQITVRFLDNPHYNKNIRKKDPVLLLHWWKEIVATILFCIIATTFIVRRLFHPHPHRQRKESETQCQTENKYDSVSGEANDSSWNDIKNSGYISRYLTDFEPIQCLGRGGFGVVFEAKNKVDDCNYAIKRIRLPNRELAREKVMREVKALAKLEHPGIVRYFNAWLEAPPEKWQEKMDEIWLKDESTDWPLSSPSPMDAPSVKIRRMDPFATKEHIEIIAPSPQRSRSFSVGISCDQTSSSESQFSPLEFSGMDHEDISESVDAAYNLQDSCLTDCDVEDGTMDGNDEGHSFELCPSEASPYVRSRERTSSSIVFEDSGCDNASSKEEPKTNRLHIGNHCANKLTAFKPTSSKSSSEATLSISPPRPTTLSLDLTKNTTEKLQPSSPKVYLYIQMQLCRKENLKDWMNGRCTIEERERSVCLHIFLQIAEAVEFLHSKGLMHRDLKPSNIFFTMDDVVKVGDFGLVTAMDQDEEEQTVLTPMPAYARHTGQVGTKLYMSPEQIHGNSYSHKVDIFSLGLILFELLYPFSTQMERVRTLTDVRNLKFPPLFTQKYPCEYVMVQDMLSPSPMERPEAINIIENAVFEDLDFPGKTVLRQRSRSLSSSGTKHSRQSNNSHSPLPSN
# EBV gp42 block: inhibitors of Epstein-Barr virus glycoprotein 42; Q1HVG2; actives 0.42% (n = 220,000); Fluorescence polarization binding assay, mP read-out; inhibition, % (tested at 21.74 µM); in the data active means inhibition above about 50%
# KCC2 mod: KCC2 (human) Cl- transport modulation. Q9H2X9. KCC2 cells, thallium flux FluoZin-2 fluorescence. B-score of Tl+ flux slope (higher = more flux/activation; lower = inhibition) at 10 µM. actives 2.2% (n = 190,000). AID 1456;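 active means thallium flux slope and its plate-corrected score both differing from the plate sample mean at a set confidence after two filtering rounds, in either direction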;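 further: slope of fluorescence scaled to starting intensity during 10 to 20 s after thallium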
# Rad51 HR inh: blocks human Rad51 in homologous recombination | Q06609 | inhibition, % at 10 µM | hRad51 DNA strand exchange, fluorescence dequenching | actives 0.085% (n = 200,000) | AID 1385;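 active means inhibition above 40% at the single screening dose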;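 further: 0% = DMSO control wells and 100% = blanks with heterologous ssDNA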
#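 System: human Rad51 nucleoprotein filaments preassembled on unlabelled ssDNA. Reagent: labelled 47-mer dsDNA for strand exchange. Schedule: 30-min compound preincubation and 15-min exchange, both room temperature. Measured by: FRET fluorescence dequenching, excitation 485 nm, emission 520 nm. Read-out: Fluorescence-based percent inhibition, control- and blank-normalised. Benchmarks: plate controls and plate blanks.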
# Mdm2 ligase inh: inhibitors of human Mdm2 E3 ubiquitin ligase; Q00987; cell-based MDM2 ubiquitination luciferase reporter, 2 h; 0 = plate control, 100 = twice control, blank-subtracted; signal enhancement, % at 5 µM; actives 0.11% (n = 210,000); AID 1230;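 active means signal enhancement of 30% or more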;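 further: luminescence tracks abundance of the self-degrading MDM2-luciferase fusion protein; higher signal means inhibition of MDM2 E3 ligase activity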
#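 Assay system: stable mammalian line carrying autodegrading MDM2–luciferase fusion reporter; Input: 2000 cells in each well; Compound dosing: single-point 5 µM; Schedule: 2 h compound exposure at 37 °C; Signal: SteadyLite luciferase luminescence after 15 min room-temperature reagent incubation; Evaluation: % luminescence enhancement versus blank-corrected plate control mean; Benchmarks: plate controls and plate blanks.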
# Active calls of the source: *; i = inactive; nt = not tested or not shown; [ ] = remark or other dose.
# Each structure is followed by: TNF death inh	eIF4E 4G PPI	Calpain2 inh	zVAD death inh	PERK inh	EBV gp42 block	KCC2 mod	Rad51 HR inh	Mdm2 ligase inh
> COc1ccc(COCC(CC(C)C)N2CCN(C(=O)c3cccc(C(F)(F)F)c3)CCC2=O)cc1 (centres undefined)
 : 1.0	-4	6	-0.7	-0.3	-5	-1.2	6	nt
> C(=C\c1nc2ccccc2[nH]1)/c1ccccc1
 : -23	0	-289	1.0	-0.5	-12	0.021	3	-10
> CCc1ccccc1OCC(=O)OCC(=O)c1c(N)n(C)c(=O)n(C)c1=O
 : 1.2	-1	38	3.4	-0.7	-2	-0.93	9	-17
> Cc1ccc([N+](=O)[O-])cc1N=Cc1ccc(Br)s1
 : -8.7	2	-16	0.3	0.3	-5	-0.59	-5	-2
> Cc1ccc(NC(=O)C(=O)NCCc2c[nH]c3ccccc23)cc1C
 : 2.0	6	-13	6.3	2.1	-15	0.53	5	-8
> CCC(CO)Nc1ccc(-c2nn(C)c(=O)c3ccccc23)cc1[N+](=O)[O-] (centres undefined)
 : -1.0	1	6	61	-0.6	-10	0.0085	25	0
> Cc1ccc(C(=O)COC(=O)CNC(=O)CNC(=O)c2ccc(C)cc2)cc1
 : -0.2	1	-8	-0.2	1.0	-10	-0.48	nt	-4
> O=C1CC(c2ccccc2)CC2=C1C=Nc1ccccc1N2 (centres undefined)
 : -7.3	2	-1	3.7	1.4	-13	-0.76	-15	0
> COc1ccc(CCNC(=O)c2ccc3c(=O)n(Cc4ccco4)c(=S)[nH]c3c2)cc1OC
 : -2.0	-13	-5	0.0	0.6	-4	0.13	-12	-13
> O=S(=O)(NCc1ccncc1)c1ccc(S(=O)(=O)NCC2CCCO2)cc1 (centres undefined)
 : -7.0	-1[fluorescence artefact?]	-12	0.1	2.0	-9	0.84	4	-17
> CNC(=O)NC(=S)NC(=O)c1ccc(OC)cc1
 : -4.2	0	-11	0.0	1.1	-22	0.86	8	-20
> Nc1cc(=O)[nH]c(N2CCN(c3ccccc3)CC2)n1
 : -0.9	2	1	1.1	0.3	-16	0.35	1	2
> Cc1ccc2[nH]c(=O)c(CN(Cc3ccco3)C(=O)c3ccncc3)cc2c1
 : -9.6	-3	-13	2.3	0.4	-26	0.028	-3	0
> Cc1sc2c(c1C)C(=O)NC(c1ccccc1F)N2 (centres undefined)
 : -2.8	-4	-30	0.2	-1.3	-16	0.15	7	-5
> CCN(C(=O)CSc1nnc(-c2ccccc2)n1C)C1CCS(=O)(=O)C1 (centres undefined)
 : 0.3	0	-27	2.0	-0.6	3	0.051	-8	-10
> Cc1cc(C)nc(SCC(=O)Nc2ccccc2[N+](=O)[O-])n1
 : -1.6	9	7	0.1	0.2	-16	nt	nt	0
> O=C(COC(=O)c1ccc(O)cc1)Nc1cc(C(F)(F)F)ccc1Cl
 : 1.4	0	-9	65	0.3	-1	-1.3	nt	-1
> N#C/C(=C/c1cccs1)c1ccccn1
 : 2.0	3	5	-0.1	0.5	-14	-0.18	nt	-1
> CCOc1ccc(CCNS(=O)(=O)c2ccc3c(c2)NC(=O)CC(=O)N3)cc1OCC
 : -0.5	-2	2	0.5	0.6	-15	0.18	20	-8
> N=C1C(c2nc3ccccc3s2)=C(O)CN1Cc1ccco1
 : -1.0	9[fluorescence artefact?]	-32	0.1	-0.3	-3	3.6*	-6	2
> CCOC(=O)N1CCN(C(=O)c2ccc(-n3c(=S)[nH]c4ccccc4c3=O)cc2)CC1
 : -2.2	3[fluorescence artefact?]	-34	1.1	0.1	-2	-0.4	1	6
> COc1ccc(NC(=S)NNC(=O)c2ccccc2OC(F)F)cc1
 : -13	4[fluorescence artefact?]	-10	-0.6	-0.6	-7	0.04	-7	-1
> CCOC(=O)c1cnc(C(F)(F)F)nc1Oc1ccccc1
 : -0.6	1	3	0.1	1.5	-8	-0.49	24	-14
> Cc1cccc(C(=O)/C=C2/c3ccccc3CC(C)(C)N2C)c1
 : -4.5	nt	18	0.2	-0.8	-2	0.4	5	-10
> Cc1ccc2[nH]c(=O)c(COC(=O)C3CCCCC3)cc2c1
 : 2.1	1	-9	0.2	1.3	1	0.35	12	1
> COc1ccc(Cc2nc3ccccc3n2C)cc1
 : 7.1	3	16	0.1	1.2	-15	1.1	-8	4
> Cc1ccc(C(=O)NC2CCCc3ccccc32)o1 (centres undefined)
 : -1.8	4[fluorescence artefact?]	-1	0.4	0.5	-3	nt	0	15
> CCn1c(-c2ccncc2)n[nH]c1=S
 : -0.1	9	24	2.2	0.0	-22	-0.8	4	-2
> COc1ccccc1-c1nc(SCC(=O)N(C)c2ccccc2)c2c(=O)n(C)c(=O)n(C)c2n1
 : -0.3	8	-114	-1.1	0.3	-7	0.52	6	0
> COc1ccc(N(C(=O)c2ccccc2OC)C2C=CS(=O)(=O)C2)c(OC)c1 (centres undefined)
 : -1.3	1	-2	0.0	-1.1	-11	0.58	0	-6
> COc1ccccc1CNC(=O)Cc1ccc(Br)cc1
 : 0.6	3[fluorescence artefact?]	36	-0.9	0.1	-8	-0.34	19	-7
> CCOC(=O)C1(Cc2cccc(OC)c2)CCN(CC(O)CO)CC1 (centres undefined)
 : 1.3	1	-15	-0.3	0.6	-3	-0.43	0	-4
> Cc1nnc2n1NC(c1ccc(Cl)cc1)C(C(=O)N1CCC(C)CC1)S2 (centres undefined)
 : 0.2	-7	-24	2.2	0.6	-2	0.58	5	-12
> O=C1c2ccccc2-c2cccc(C(=O)N3CCN(C(=O)c4ccccc4)CC3)c21
 : 2.1	-4	-13	2.5	0.8	0	-0.048	1	3
> O=C(CCc1ccccc1)NNC(=O)C1CCCCC1
 : -2.5	3	-21	0.4	0.8	-17	-0.088	1	-15
> Cc1cc2c(n1-c1ccc(Cl)cc1)CC(C)(C)CC2=O
 : -0.2	-2	-1	-0.7	-0.5	-19	nt	-2	-4
> COc1ccccc1NC(=O)c1c(C)nc2ccccc2c1C(=O)O
 : 3.1	-2	-2	0.0	1.2	-8	nt	18	-10
> COc1cc(C(=O)Nc2nnc(C(F)(F)F)s2)c([N+](=O)[O-])cc1OC
 : -2.5	-1	-3	2.6	0.1	-5	-0.25	0	2
> Cc1ccc(SCCC(=O)Nc2nccs2)cc1
 : 1.0	-4	-23	0.3	1.3	2	-0.0084	12	3
> COC(=O)c1ccccc1NC(=O)c1ccccc1SC
 : -2.4	3	4	0.7	-0.6	2	-0.86	-1	-14
> CC(=O)c1cccc(NC(=O)c2ccc(N(C)S(C)(=O)=O)cc2)c1
 : -2.4	0[fluorescence artefact?]	4	0.2	0.7	-16	-0.051	6	0
> OCCN(Cc1ccccc1)Cc1ccc(F)c(F)c1
 : 0.8	-1	-19	-0.2	1.1	-10	nt	4	-2
> CCCCC1=CC2=C(c3ccco3)C(=O)C(C)(OC(=O)c3ccc(OC)cc3)C(=O)C2=CN1C(CO)CO (centres undefined)
 : -0.2	-1	-19	0.9	nt	-3	0.2	2	18
> C(=N/Nc1nccs1)/c1cccnc1
 : 6.8	0	6	78*	0.0	-7	-0.36	19	-7
> CCc1nnc(NC(=O)CN2CCOCC2)s1
 : 3.0	-6[fluorescence artefact?]	8	-0.1	1.6	1	0.15	-8	-12
> COc1cc(C(C)=O)ccc1COc1ccc(C(=O)OCC(=O)NC(C)(C)C)cc1OC
 : 3.2	-5	-11	2.6	-0.6	-10	-0.56	nt	nt
> O=C(N/N=C\c1ccc(Cl)s1)c1ccc(Cn2cccn2)o1
 : 1.0	16	-1	1.4	0.4	-9	0.68	2	5
> CCOC(=O)c1ccc(CNCc2ccc(C)cc2)cc1
 : 3.2	4[fluorescence artefact?]	29	-0.6	-0.3	-9	-1.4	nt	nt
> N#C/C(=N\Nc1ccc(Cl)c(Cl)c1)C(=O)C1CC1
 : -3.2	-7	42	2.0	0.8	12	-6*	13	-12
> Cc1cc(C(=O)Nn2cnnc2)cs1
 : -0.3	1[fluorescence artefact?]	4	0.4	0.7	-16	0.87	-2	11
> O=C(CSc1cccs1)Nc1ccc(Cl)cc1
 : 36	-2	14	0.8	-0.4	-6	-0.21	-3	-12
> CN(C(=O)NC(=O)C1=C(N2CCOCC2)/C(=C/c2ccccc2)CC1)S(C)(=O)=O
 : -3.7	3	i	0.2	0.8	-18	-0.58	-3	-8
> c1ccc(-c2nn3c(C4CCCCC4)nnc3s2)nc1
 : 0.0	-4	10	1.0	0.6	-13	0.24	10	-6
> O=C(NCc1ccccc1Cl)C(=O)c1c[nH]c2ccccc12
 : 6.5	5	9	1.5	0.8	-8	-0.34	19	-27
> O=C(c1nnsc1S(=O)c1ccc(Cl)cc1)N1CCOCC1 (centres undefined)
 : -12	-2	8	28	-0.9	-12	1.4	1	-28
> COc1ccc2c(C=O)c[nH]c2c1
 : 2.0	0	-7	0.4	1.4	-16	0.043	-3	-10
> CC(OC(=O)c1ccco1)C(=O)Nc1ccc(Cl)cn1 (centres undefined)
 : 1.7	-1	-23	1.7	0.2	-1	0.11	7	11
> O=C1CN(C(=O)COC(=O)c2cc(S(=O)(=O)N3CCOCC3)ccc2Cl)c2ccccc2N1
 : 1.7	-9	-6	0.0	0.4	-15	-0.7	9	nt
> Cc1ccc(CCNC(=O)C2CCN(c3nn4c(=O)cc(C)nc4s3)CC2)cc1
 : -1.5	5	-31	0.8	-0.6	-7	-1.1	7	-11
> CC1CCCC(C)N1S(=O)(=O)c1ccc(NC(=O)CCn2cnc3ccccc3c2=O)cc1 (centres undefined)
 : 1.9	-10	29	-0.4	-0.2	-20	0.83	126*	-77

# Carrying on:
# Each structure is followed by: TNF death inh	eIF4E 4G PPI	Calpain2 inh	zVAD death inh	PERK inh	EBV gp42 block	KCC2 mod	Rad51 HR inh	Mdm2 ligase inh
> Cc1cc2nc(SCCN3CCCC3)[nH]c2cc1C
 : 4.0	0	-6	-1.7	0.0	-23	0.69	-4	-18
> Nc1cc(Cl)c(N)cc1Cl
 : 3.8	8	-3	0.3	-0.6	-16	nt	5	-19
> Cc1nn(C)cc1/C=N\NC(=O)Cc1ccc([N+](=O)[O-])cc1
 : 1.9	-3	14	0.9	1.8	-4	-0.33	3	-2
> O=C(CN1CCOCCOCCOCCOCC1)Nc1ccccc1
 : 0.3	-4	-13	1.7	0.4	-26	0.81	-8	5
> COc1ccc(NC(=O)c2n[nH]c(=O)c3ccccc23)cc1S(=O)(=O)N1CCCCC1
 : -3.1	0	11	1.6	-0.5	-8	-0.74	2	-20
> O=C1N/C(=N/N=C/c2ccc(O)cc2)SC1Cc1ccccc1 (centres undefined)
 : -1.7	-6	-22	0.2	-0.2	-5	-0.19	10	-17
> CCN(CC)C(=O)C1CCCN(c2ncnc3c2cnn3-c2cccc(C)c2)C1 (centres undefined)
 : 2.6	-3	-18	1.4	-0.8	-27	0.51	1	-22
> CN(CC(=O)NCc1cccs1)S(=O)(=O)c1cccc2nsnc12
 : 0.8	-14	-2	0.8	1.2	-18	nt	-11	-10
> CCc1nnc(NC(=O)c2cc(-c3ccco3)nc3ccccc23)s1
 : -1.0	24	-223	2.8	-0.2	25	-1.2	4	-4
